Source: PubChem
NCOA1 inh – SRC1 coactivator transcriptional activity inhibitors, primary screen, cell-based, luminescence; 360,000 tested, 0.12% active; inhibition, % at 3.6 µM; HEK293 GAL4-SRC1 luciferase reporter;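 active = inhibition above the campaign mean plus 3 SD, with each screening campaign given its own cutoff, cut at about 60% in these data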;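 also: 0% = DMSO treated cells and 100% = gossypol at 36 µM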
KKLEB tox – cytotoxicity in KKLEB CF airway cells, primary screen, cytotoxicity control for CF NF-kB inhibitor project, cell-based, uHTS, fluorescence assay plates. KKLEB CF airway cells viability, ATPlite luminescence, overnight; active compounds read low; cells stimulated with P. aeruginosa culture filtrate. 360,000 tested, 0.36% active. activity change (cytotoxicity), % at 5 µM;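 active = corrected activity change at or below -50% at 5 µM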
Shn3 3UTR inh – reduction of Shn3 3'UTR firefly luciferase signal, primary screen, Schnurri-3 inhibitor project, cell-based, Clone20 osteoblasts, set 2. Clone20 osteoblast Shn3 3'UTR firefly luciferase, 24 h. inhibition, % at 12.5 µM. 360,000 tested, 0.52% active;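 active = mean inhibition of at least 75% with every replicate also reaching 75%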;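 also: 0% = median of neutral control wells and 100% = pilot-screen positive control compound; some compounds past the cut are filed as inactive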
TWEAK-Fn14 inh – inhibitors of TWEAK-Fn14 signaling, primary screen, luciferase reporter cells, uHTS; TWEAK-stimulated Fn14 reporter cells, luciferase luminescence, 8 h; inhibition, % at 10 µM; 360,000 tested, 2% active; in the data active = inhibition above about 50%
TROY signal inh – inhibitors of TROY-driven NF-kB signaling, primary screen, Q293 LMP1-TROYcd cells, NF-kB luciferase, uHTS | Q293 LMP1-TROYcd NF-kB luciferase reporter, 4 h | inhibition, % at 10 µM | 360,000 tested, 0.98% active;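 active = compounds whose plate-normalised and pattern-corrected inhibition of the luciferase reporter signal at the single screening dose is 50% or more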
CF NFkB inh – inhibitors of PAF-induced NF-kB signaling, primary screen, cell-based, GFP fluorescence, uHTS. KKLEB NF-kB-GFP reporter, GFP fluorescence overnight. inhibition, % at 5 µM. 360,000 tested, 0.86% active. AID 588850, 2011;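 active = at least 50% inhibition at 5 µM, scaled per plate between neutral and stimulator controls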;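 also: PAF is a Pseudomonas aeruginosa culture filtrate used as stimulus; plate controls were PAF-stimulated DMSO wells for no effect and unstimulated DMSO wells for full effect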
NR5A2 inv ag – LRH-1 (NR5A2) inverse agonists, primary screen, cell-based, luminescence, HEK293T, StAR-luciferase reporter; Nuclear receptor subfamily 5 group A member 2 (Homo sapiens), O00482; LRH-1 transfected, 24 h; inhibition, % at 3.6 µM; 360,000 tested, 0.13% active; AID 602396, 2012;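 active = inhibition above the mean inhibition of all tested compounds plus 3 SD, cut at about 73% in these data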;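 also: 0% = DMSO wells and 100% = reporter-only cells lacking LRH-1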
Target sequence (O00482 whole entry, looked up): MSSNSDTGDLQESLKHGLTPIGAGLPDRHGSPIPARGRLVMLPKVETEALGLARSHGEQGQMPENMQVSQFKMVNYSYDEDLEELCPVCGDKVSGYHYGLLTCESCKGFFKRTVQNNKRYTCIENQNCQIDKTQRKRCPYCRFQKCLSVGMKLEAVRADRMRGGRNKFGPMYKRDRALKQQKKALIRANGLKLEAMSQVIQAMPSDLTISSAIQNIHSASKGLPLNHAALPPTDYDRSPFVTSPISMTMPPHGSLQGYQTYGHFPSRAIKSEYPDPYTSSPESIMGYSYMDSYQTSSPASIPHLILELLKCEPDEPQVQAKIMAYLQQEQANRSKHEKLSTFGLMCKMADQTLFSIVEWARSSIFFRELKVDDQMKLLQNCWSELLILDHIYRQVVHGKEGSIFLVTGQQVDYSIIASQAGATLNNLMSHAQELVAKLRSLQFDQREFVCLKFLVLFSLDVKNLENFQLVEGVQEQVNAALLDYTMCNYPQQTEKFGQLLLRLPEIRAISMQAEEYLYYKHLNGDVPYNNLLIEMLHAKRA
SRC3 inh – SRC3 coactivator transcriptional activity inhibitors, primary screen, cell-based, luminescence; Nuclear receptor coactivator 3 (Homo sapiens), Q9Y6Q9; HEK293 GAL4-SRC3 luciferase reporter; inhibition, % at 3.6 µM; 360,000 tested, 0.17% active; AID 588352, 2011;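 active = inhibition above a per-campaign cutoff, the mean of all compounds plus 3 SD, cut at about 60% in these data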;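 also: 0% = DMSO-treated cells and 100% = gossypol-treated cells at 36 µM; higher means less SRC3-driven luciferase light from the GAL4 reporter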
EBV LMP1 NFkB – EBV LMP1-driven NF-kappaB luciferase reporter inhibitors, primary screen, cell-based, luminescence, single point; 350,000 tested, 0.69% active; AID 504558, 2011; inhibition, % at 12.5 µM; LMP1-induced NF-kappaB luciferase reporter cells; in the data active = inhibition above about 41%;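 also: 0% = neutral control wells and 100% = reference inhibitor control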
COUP-TFII inh – NR2F2 transcriptional activity inhibitors, primary screen, cell-based, luciferase reporter, HEK293T, luminescence; inhibition, % at 8.6 µM; 370,000 tested, 0.7% active; HEK293T NGFI-A luciferase reporter;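 active = inhibition above a per-plate cutoff, mean inhibition of test wells between control levels plus 3 SD, cut at about 38% in these data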;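 also: cells cotransfected with COUP-TFII expression vector driving the NGFI-A reporter; 0% = median of COUP-TF2 test wells and 100% = reporter-only cells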
Target sequence (P24468 whole entry, looked up): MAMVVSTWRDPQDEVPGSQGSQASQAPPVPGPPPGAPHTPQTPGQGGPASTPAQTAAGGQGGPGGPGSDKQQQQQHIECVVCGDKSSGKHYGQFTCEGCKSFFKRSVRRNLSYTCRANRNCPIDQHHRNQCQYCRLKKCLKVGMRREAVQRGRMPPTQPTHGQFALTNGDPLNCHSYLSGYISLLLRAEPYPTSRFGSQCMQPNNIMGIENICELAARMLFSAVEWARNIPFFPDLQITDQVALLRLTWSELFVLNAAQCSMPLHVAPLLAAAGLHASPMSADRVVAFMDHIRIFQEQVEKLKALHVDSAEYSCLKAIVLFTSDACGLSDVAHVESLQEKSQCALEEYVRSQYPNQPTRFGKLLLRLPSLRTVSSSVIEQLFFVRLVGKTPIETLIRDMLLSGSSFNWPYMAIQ
TRAIL sens C8 – viability loss with TRAIL in NB7+C8 cells, primary screen, TRAIL sensitizer project, cell-based, ATPlite luminescence; inhibition (viability loss, TRAIL sensitization), % at 10 µM; 360,000 tested, 1% active;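 active = compounds causing at least 50% loss of cell viability in the single-dose screen, relative to plate controls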
Active calls of the source: *; / = no result given. Only part of the results is shown (hit frequency here may not be typical).

SMILES	NCOA1 inh	KKLEB tox	Shn3 3UTR inh	TWEAK-Fn14 inh	TROY signal inh	CF NFkB inh	NR5A2 inv ag	SRC3 inh	EBV LMP1 NFkB	COUP-TFII inh	TRAIL sens C8
O=C(Nc1ccccc1Cl)c1cc(C2CCCCN2S(=O)(=O)c2ccc(F)cc2F)on1 (stereo unspecified)	-8	10	-14	-4	-4	6	7	-1	/	19	4
CN1C(=O)C(O)(c2nnc(-c3ccccc3)o2)c2ccccc21 (stereo unspecified)	-31	3	-38	1	-18	-14	-38	-21	-22	-11	-4
Cn1ccnc1SCC(=O)N(C1CCCCC1)C1CCCCC1	13	2	10	-4	-2	0	-2	20	-6	-2	-9
Cc1ccc(C(O)(C(=O)NNc2ccccn2)c2ccc(C)cc2)cc1	-5	-9	1	-1	-8	-13	13	-8	-8	3	2
C#Cc1ccc(NC(=O)C2(C)CCN2C(=O)Cc2ccc(C(C)(C)C)cc2)cc1 (stereo unspecified)	10	-18	36	38	35	12	42	8	/	61*	25
S=C(N/N=C/c1ccco1)NC1CC2CCC1C2 (stereo unspecified)	-36	-2	-51	-23	1	-2	-89	-54	-11	-18	-18
O=C(O)c1ccccc1NC(=O)c1cc(-c2ccccc2)nc2ccccc12	7	-7	3	8	33	12	-3	4	7	-9	-11
Cc1ccc(C(=O)Oc2cccc(-n3cnnn3)c2)cc1	-11	0	-70	-4	23	-1	-12	-2	8	-8	20
O=S(=O)(Nc1ccncc1)c1ccccc1	-11	3	-6	8	6	0	10	-7	-12	-5	16
O=C(CSCc1c(F)cccc1Cl)NCC1CCCO1 (stereo unspecified)	8	-11	7	4	-17	12	-3	7	-8	-3	0
CCc1cc(=O)oc2cc(C)cc(OCC(=O)N3CCC(C(=O)NC(C)C)(c4ccccc4)CC3)c12	-1	-9	12	7	10	12	11	3	10	-10	5
Cc1ccc(CNC(=O)CN(Cc2cccs2)C(=O)C2(C)CC(=O)N=C3C=CC=CN32)cc1 (stereo unspecified)	-4	-6	3	7	9	11	-2	-20	3	4	-3
COc1ccc(NC(=O)COc2ccccc2C)cc1S(=O)(=O)N1CCCCC1	7	-12	2	4	13	12	9	9	5	-3	34
CCc1ccc2oc(C(=O)Nc3nonc3C)c(C)c2c1	-93	-3	-75	37	35	-15	-109	-118	-42	-62	-5
COC(=O)C(C)(C)ONC(=O)Nc1ccccc1[N+](=O)[O-]	-6	2	-35	-8	-13	-5	-17	-17	2	6	-1
Cc1nc(SCc2ccc(O)c([N+](=O)[O-])c2)n[nH]1	0	5	10	-22	9	6	7	9	10	-6	4
O=C(/C=C/c1ccc(Cl)cc1)N1CCN(c2ccc(Cl)cc2[N+](=O)[O-])CC1	-2	-8	-6	11	6	-1	-3	-4	5	0	-9
c1ccc(N=P(c2nc3ccccc3o2)(N2CCOCC2)N2CCOCC2)cc1	-40	2	-25	0	-44	3	-3	-1	-3	-7	4
C=CCn1c(SC)nccc1=O	-2	-8	6	15	-7	-1	-22	-12	-1	3	-2
O=C(c1ccccc1Cl)N1CCCC(c2nc3c(nnn3Cc3ccccc3)c(=O)[nH]2)C1 (stereo unspecified)	-3	4	15	-4	-8	-22	14	12	-2	/	-22
CCN(CC)S(=O)(=O)c1cccc(NC(=O)CN2C(=O)NC3(CCOc4ccccc43)C2=O)c1 (stereo unspecified)	-18	-14	-6	-48	-9	-5	-11	0	2	23	-17
COc1ccc(C(=O)NCC(=O)OCC(=O)Nc2ncc(Cl)cc2Cl)cc1[N+](=O)[O-]	-6	-4	1	12	-2	0	-33	1	0	3	-17
Cc1nc(N)sc1-c1csc(Nc2ccc(Cl)cn2)n1	-19	16	-9	16	-13	-44	-17	-7	-12	13	5
Cc1cc(C)cc(NCCC#N)c1	-21	0	-11	-1	3	-6	14	4	8	6	0
CCOC(=O)c1cc2cc([N+](=O)[O-])ccc2oc1=O	-6	6	-8	11	-7	10	11	10	-15	17	-6
CC(C)(C)c1cc(C(=O)NNc2cccc(Cl)c2)n(Cc2ccccc2)n1	-29	15	14	-76	-5	-10	8	-16	-45	3	14
O=[N+]([O-])c1ccccc1/C=N/N1CCN(Cc2ccccc2)CC1	-39	-6	-48	8	-22	0	-21	-60	-38	-10	-2
O=C(Nc1ccc(N2CCOCC2)cc1)Nc1ccc2nc(-c3ccco3)c(-c3ccco3)nc2c1	-5	-42	41	17	4	70*	23	-15	-70	-23	11
COc1ccc(CC(=O)NCc2ccccc2F)cc1S(=O)(=O)N1CCOCC1	0	9	64	-5	1	-29	13	-2	-12	-15	2
COCCCN=C1NN=C(c2cc(C)n(Cc3ccco3)c2C)CS1	-133	-8	-13	10	2	22	-110	-87	8	-34	11
O=C(c1cccc([N+](=O)[O-])c1)c1ccccn1	-2	0	-12	0	1	23	7	20	2	10	13
Cc1c(NS(=O)(=O)c2cccc(C(=O)NCc3ccncc3)c2)c(=O)n(-c2ccccc2)n1C	12	6	-13	-21	26	12	25	21	7	0	1
C/C=C/Cn1c(N2CCCCCC2)nc2c1c(=O)[nH]c(=O)n2C	-12	-5	19	1	-4	10	23	3	0	-14	6
COc1cc(NC(=O)CN2C(=O)c3ccccc3S2(=O)=O)cc(OC)c1	-6	-12	-12	0	-3	6	6	-12	4	-13	-2
CCCCNC(=O)Nc1cc(C)on1	-84	13	-23	-21	0	-4	8	-4	-5	9	-5
Cc1ccc(NC(=O)COc2ccc(Cl)cc2Cl)cc1S(=O)(=O)N1CCOCC1	-8	6	-1	-12	20	3	6	10	2	21	5
CCOC(=O)c1ccc(NC(=O)CSc2nnc(CNc3ccc(OC)cc3)n2C)cc1	-19	-17	-21	-24	-20	-13	7	-12	-3	-18	7
COc1ccc(OC)c(NC(=O)COC(=O)CCc2ccc(S(=O)(=O)N3CCOCC3)cc2)c1	-5	-2	-12	-7	4	-9	-2	-1	-1	7	-10
Cc1ccccc1NC(=O)CN1C(=O)NC(C)(c2ccc3c(c2)OCO3)C1=O (stereo unspecified)	-25	-25	11	-13	0	-1	5	3	-11	11	-2
COC(=O)c1ccccc1S(=O)(=O)N1CCC(C(=O)NC2CCCCC2C)CC1 (stereo unspecified)	-34	-3	0	2	13	-2	18	3	3	11	11
CCOC(=O)C1CCN(S(=O)(=O)c2ccc(Br)c(OCC)c2)CC1	0	7	19	7	2	1	-6	-12	1	-9	15
COc1ccc(NC(=O)CS(=O)CC(=O)NC2CCCc3ccccc32)cc1 (stereo unspecified)	-6	6	6	8	-5	5	12	11	10	3	-10
O=C(/C=C/c1ccc[nH]1)c1ccc(F)cc1	-13	-24	-24	-8	4	10	-19	-38	-2	-20	-1
CCCCC(CCC(=O)NNC(=O)Cc1ccccc1)C(=O)O (stereo unspecified)	8	4	3	8	-22	-11	3	22	1	5	-5
Cc1nc(NC(=O)C2CC2)sc1C(=O)Nc1ccccc1Cl	-42	4	-77	5	6	22	-80	-48	-19	-18	19
Cc1cc(C)cc(Oc2ccccc2C=O)c1	-11	-27	9	-3	8	28	-4	2	-2	-1	3
COc1cccc(NC(=O)c2cc(-c3ccccn3)nc3ccccc23)c1	-9	6	-7	7	-10	-25	3	5	-3	-8	-5
CCCN(CCC)C(=O)C(c1ccccc1)C1(O)CCCCC1 (stereo unspecified)	22	5	-11	4	4	-53	3	13	3	3	2
COc1ccc(C(CNC(=O)COc2ccccc2)N2CCOCC2)cc1 (stereo unspecified)	-6	-9	13	9	4	6	-2	7	-1	8	-4
CC1(C(=O)NS(=O)(=O)c2ccccc2)CCN1C(=O)COc1ccc(Cl)cc1 (stereo unspecified)	1	-6	-12	-1	3	8	11	-9	/	-8	-6
O=C(CCCN1C(=O)/C(=C\c2cccs2)SC1=S)Nc1ccc(O)cc1C(=O)O	14	6	12	20	33	16	-23	-6	-1	14	-3
CCOC(=O)CN/C=C(\C#N)c1ccccc1	-4	0	-3	-8	-12	11	-13	-9	-7	-5	-1
Cc1ccc(-c2nnc(N(C)C(=O)c3cccnc3)s2)cn1	-7	4	-6	-12	-6	0	-18	-4	1	-18	-1
O=C(COc1ccc(Br)cc1)N1CCNC1=O	-24	5	-37	7	-14	24	-9	-6	-3	-18	-12
COc1ccc(-n2c(CCC(=O)O)ccc2-c2ccccc2)cc1	-43	5	-36	1	18	2	-2	3	-3	6	-7
O=C(COC(=O)Cc1ccsc1)NC(c1ccccc1)c1ccccc1	-36	-1	9	-7	5	-2	-4	12	-9	-14	3
CC1(C)Cc2nc3sc4c(=O)[nH]cnc4c3cc2CS1	-37	6	/	-10	-9	-16	-37	-61	-18	-31	-3
CCOC(=O)c1ccccc1NC(=O)CSc1nc2c(sc(=S)n2CC)c(=O)[nH]1	-12	2	-3	-20	44	42	15	5	-5	-7	-6
Cc1ccc(CSCc2ccc(C(=O)NCCCN3CCOCC3)o2)cc1	0	10	4	0	4	-28	4	21	-1	-15	-4
CC(=O)Nc1ccc2nc(NC(=O)CN3CCOCC3)sc2c1	1	8	-6	9	10	-2	0	-11	-3	3	-6

Later entries:
SMILES	NCOA1 inh	KKLEB tox	Shn3 3UTR inh	TWEAK-Fn14 inh	TROY signal inh	CF NFkB inh	NR5A2 inv ag	SRC3 inh	EBV LMP1 NFkB	COUP-TFII inh	TRAIL sens C8
COc1cccc(NC(=O)CN(C)C(=O)C2=COCCO2)c1	4	4	-12	9	-6	-1	-10	6	-4	-30	-4
CN1CCN(CCCN(Cc2ccco2)C(=S)Nc2ccc(Cl)cc2)CC1	-4	6	26	17	-22	-13	10	17	-3	14	-2
COc1ccc(-c2csc(NC(=S)NC(=O)c3cc4ccccc4o3)n2)cc1Br	-7	-5	-25	-23	-17	-34	-4	-6	10	-3	7
COc1cccc(CNC(=O)c2ccc(NC(=O)CC3SC(N4CCCC4)=NC3=O)cc2)c1 (stereo unspecified)	-1	-26	1	11	-4	-5	7	10	12	-5	6
COc1ccc(CCNC(=O)C2CCC(=O)N(C3CC3)C2)c(OC)c1 (stereo unspecified)	2	13	16	8	19	-15	22	10	3	-12	-2
c1ccc(COc2ccc(OCCN3CCCC3)cc2)cc1	-64	-8	-9	11	-49	7	-24	-18	-5	-16	26

3 compounds from above, arranged by number of heavy atoms, lowest first:
SMILES	NCOA1 inh	KKLEB tox	Shn3 3UTR inh	TWEAK-Fn14 inh	TROY signal inh	CF NFkB inh	NR5A2 inv ag	SRC3 inh	EBV LMP1 NFkB	COUP-TFII inh	TRAIL sens C8
O=C(CSCc1c(F)cccc1Cl)NCC1CCCO1 (stereo unspecified)	8	-11	7	4	-17	12	-3	7	-8	-3	0
O=C(/C=C/c1ccc(Cl)cc1)N1CCN(c2ccc(Cl)cc2[N+](=O)[O-])CC1	-2	-8	-6	11	6	-1	-3	-4	5	0	-9
COc1ccc(C(=O)NCC(=O)OCC(=O)Nc2ncc(Cl)cc2Cl)cc1[N+](=O)[O-]	-6	-4	1	12	-2	0	-33	1	0	3	-17
